# Compound activity as filed in PubChem BioAssay.
# MsrA inhibitor = inhibits bovine methionine sulfoxide reductase A. purified bovine MsrA, absorbance read-out. inhibition, % at 15.5 µM. actives 0.75% (n = 360,000). AID 651718; in the data active means inhibition above about 4.5%;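 further: 0% = vehicle wells with enzyme and 100% = reference inhibitor wells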
# MLLE-PAM2 inh = inhibitors of microRNA-mediated deadenylation, human PABP1 MLLE binding. P11940. GST-MLLE / FITC-PAM2 fluorescence polarization. inhibition, % at 20 µM. actives 0.36% (n = 360,000); in the data active means inhibition above about 35%, passing the limit was not always enough;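 further: plate controls were DMSO wells with GST-MLLE for no effect and wells lacking GST-MLLE protein for full effect; some results filed as inactive read as strong as hits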
# SKN-1 inh = C. elegans SKN-1 inhibition; C. elegans VP596 Pgst-4::GFP/RFP ratio, acrylamide-induced, 24 h; inhibition, % at 21.8 µM; actives 0.49% (n = 360,000); AID 624304;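 active means interference check ratio from 0.5 to 1.5 plus GFP to RFP signal ratio inhibition reaching or exceeding a fixed threshold, cut at about 30% in these data, passing the limit was not always enough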; further: some compounds called inactive have numbers as strong as hits
# MT1-MMP act inh = MT1-MMP (human) activation inhibition | P50281 | HT1080 RFP-PRO-GFP cells, GFP/RFP ratio fluorescence, overnight; percent of plate control window, DMSO zero | actives 0.061% (n = 360,000) | GFP/RFP ratio change, % at 20 µM;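 active means GFP/RFP ratio change of at least 30% with cell ATP level not reduced by more than half and red fluorescence within 50% of control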; further: strong numbers were not always called active
#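 Assay system: HT1080 cells carrying an RFP-PRO-GFP reporter | Dosing: Single dose of 20 µM compound, 1% DMSO final | Incubation: Cells overnight before dosing, compound overnight, 37 °C, 5% CO2 | Evaluation: GFP/RFP fluorescence ratio | Control set: DMSO and RFP-L50D-GFP cell wells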
# TbMetRS inhib = Trypanosoma brucei MetRS inhibition | inhibition, % at 11.9 µM | actives 0.4% (n = 360,000) | purified T. brucei MetRS, ATP depletion, Kinase-Glo luminescence;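 active means inhibition above a per-plate cutoff of the control wells' mean inhibition plus 3 SD, cut at about 5.5% in these data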;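 further: 0% = DMSO wells median and 100% = median of wells with control inhibitor compound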
#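 Test system – parasite MetRS enzyme · Reagent – substrates ATP, L-methionine and bulk Escherichia coli tRNA · Doses – 11.9 µM compound single dose, 0.9% DMSO · Times – 15 min enzyme-compound preincubation, 2 h reaction, 10 min detection, 25 °C · Signal – Kinase-Glo luminescence, ATP depletion format · Controls – DMSO-only wells as low control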
# CendR NRP1 mod = alters CendR peptide binding to human NRP-1 | AID 602438 | actives 0.85% (n = 360,000) | O14786 | FAM-RPARPAR peptide binding to NRP-1, fluorescence polarization | inhibition, % at 25 µM;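 active means inhibition or corrected inhibition above about 18%, plus a signal ratio from 0.5 to 1.5, limit read from the data, passing the limit was not always enough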; further: strong numbers were not always called active
# FAS TE block = inhibitors of human fatty acid synthase thioesterase domain | P49327 | recombinant FAS-TE, OMFH fluorogenic substrate, fluorescence endpoint | inhibition, % at 15 µM | actives 0.67% (n = 360,000);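 active means compounds whose normalised, plate-corrected inhibition of enzyme fluorescence in the single-dose primary screen is 50% or more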;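 further: 0% = DMSO with enzyme and 100% = substrate without enzyme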
# Target sequence (P49327 whole entry, looked up, the tested form may be a part): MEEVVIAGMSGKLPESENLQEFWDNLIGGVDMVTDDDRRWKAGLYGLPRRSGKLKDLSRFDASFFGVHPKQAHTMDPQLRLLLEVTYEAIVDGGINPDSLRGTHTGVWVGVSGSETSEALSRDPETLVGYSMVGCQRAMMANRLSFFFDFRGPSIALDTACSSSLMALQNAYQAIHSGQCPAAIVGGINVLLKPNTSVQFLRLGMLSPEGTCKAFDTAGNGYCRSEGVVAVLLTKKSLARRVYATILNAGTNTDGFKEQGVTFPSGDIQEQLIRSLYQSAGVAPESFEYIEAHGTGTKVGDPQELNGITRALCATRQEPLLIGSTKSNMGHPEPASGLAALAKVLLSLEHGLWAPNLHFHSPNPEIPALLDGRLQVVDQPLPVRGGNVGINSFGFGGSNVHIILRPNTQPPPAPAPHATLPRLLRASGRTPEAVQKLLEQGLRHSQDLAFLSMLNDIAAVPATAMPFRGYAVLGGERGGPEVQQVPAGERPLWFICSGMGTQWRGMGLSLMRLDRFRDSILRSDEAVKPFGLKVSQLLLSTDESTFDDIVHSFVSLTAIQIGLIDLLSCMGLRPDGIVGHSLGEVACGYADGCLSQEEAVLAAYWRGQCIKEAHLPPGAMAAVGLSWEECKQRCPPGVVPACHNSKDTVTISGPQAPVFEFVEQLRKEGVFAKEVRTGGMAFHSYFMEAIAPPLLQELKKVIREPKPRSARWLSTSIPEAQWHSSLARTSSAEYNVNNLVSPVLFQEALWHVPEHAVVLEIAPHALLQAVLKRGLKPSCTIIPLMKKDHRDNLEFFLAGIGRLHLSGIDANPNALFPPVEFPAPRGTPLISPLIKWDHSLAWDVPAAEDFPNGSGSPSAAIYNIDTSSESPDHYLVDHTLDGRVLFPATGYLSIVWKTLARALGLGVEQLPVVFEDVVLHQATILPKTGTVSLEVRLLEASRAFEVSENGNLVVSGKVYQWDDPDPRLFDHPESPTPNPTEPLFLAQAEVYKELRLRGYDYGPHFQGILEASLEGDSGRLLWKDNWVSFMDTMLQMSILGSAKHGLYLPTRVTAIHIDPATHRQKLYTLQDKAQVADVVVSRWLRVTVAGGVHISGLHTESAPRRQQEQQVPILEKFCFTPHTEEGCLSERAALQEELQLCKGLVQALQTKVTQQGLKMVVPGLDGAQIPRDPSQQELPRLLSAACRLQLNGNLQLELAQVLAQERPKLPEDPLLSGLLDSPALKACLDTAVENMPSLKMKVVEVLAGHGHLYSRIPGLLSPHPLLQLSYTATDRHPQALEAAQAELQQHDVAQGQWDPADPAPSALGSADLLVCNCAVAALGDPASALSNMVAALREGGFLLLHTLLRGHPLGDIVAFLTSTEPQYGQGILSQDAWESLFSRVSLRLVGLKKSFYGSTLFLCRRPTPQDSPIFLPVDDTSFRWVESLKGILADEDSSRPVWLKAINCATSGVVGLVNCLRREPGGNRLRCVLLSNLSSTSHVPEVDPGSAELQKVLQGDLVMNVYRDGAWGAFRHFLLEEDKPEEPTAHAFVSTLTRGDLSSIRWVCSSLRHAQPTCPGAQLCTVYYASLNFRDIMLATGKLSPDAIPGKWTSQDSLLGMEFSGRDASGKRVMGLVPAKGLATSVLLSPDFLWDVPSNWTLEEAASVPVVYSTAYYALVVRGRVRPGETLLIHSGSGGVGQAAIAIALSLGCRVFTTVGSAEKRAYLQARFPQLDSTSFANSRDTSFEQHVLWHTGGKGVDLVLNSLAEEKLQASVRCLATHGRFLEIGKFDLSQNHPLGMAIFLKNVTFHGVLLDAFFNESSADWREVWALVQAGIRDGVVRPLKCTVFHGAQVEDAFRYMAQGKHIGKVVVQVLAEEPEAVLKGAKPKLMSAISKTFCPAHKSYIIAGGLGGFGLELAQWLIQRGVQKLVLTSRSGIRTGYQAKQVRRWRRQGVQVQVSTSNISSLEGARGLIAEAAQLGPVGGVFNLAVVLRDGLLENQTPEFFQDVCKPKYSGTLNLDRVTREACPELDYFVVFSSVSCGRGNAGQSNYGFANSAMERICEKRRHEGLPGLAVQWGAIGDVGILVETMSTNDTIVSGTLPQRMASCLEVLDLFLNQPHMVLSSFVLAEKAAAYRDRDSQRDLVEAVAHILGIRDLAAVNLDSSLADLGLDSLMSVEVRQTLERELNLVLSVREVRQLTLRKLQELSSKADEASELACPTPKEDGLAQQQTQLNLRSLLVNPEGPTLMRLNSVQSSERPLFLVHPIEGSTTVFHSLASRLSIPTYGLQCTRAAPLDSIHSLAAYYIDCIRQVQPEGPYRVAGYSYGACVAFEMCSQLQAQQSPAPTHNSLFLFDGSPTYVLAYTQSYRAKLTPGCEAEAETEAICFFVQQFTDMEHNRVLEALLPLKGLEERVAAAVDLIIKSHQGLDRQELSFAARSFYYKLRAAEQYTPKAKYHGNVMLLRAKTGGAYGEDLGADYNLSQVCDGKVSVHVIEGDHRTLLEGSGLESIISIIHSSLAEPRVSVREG
# bovine MsrA act = activators of bovine methionine sulfoxide reductase A; actives 0.3% (n = 360,000); activation, % at 10.6 µM; purified bovine MsrA, absorbance read-out; AID 602163; in the data active means activation above about 7.5%;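 further: 0% = vehicle and 100% = reference activator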
# E coli Lon inh = inhibits E. coli Lon protease | purified E. coli Lon protease, fluorescence polarization | inhibition, % at 7.94 µM | AID 602123 | P0A9M0 | actives 0.42% (n = 360,000); in the data active means inhibition above about 13%, passing the limit was not always enough;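 further: 0% = enzyme with probe and DMSO and 100% = no enzyme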
# Starred values were filed as active, the others as inactive; nt = not tested or not shown.
SMILES,MsrA inhibitor,MLLE-PAM2 inh,SKN-1 inh,MT1-MMP act inh,TbMetRS inhib,CendR NRP1 mod,FAS TE block,bovine MsrA act,E coli Lon inh
COc1nc(N(C)C)nc(N(OC)S(=O)(=O)c2ccccc2Cl)n1,-0.4,-2,19,1,-0.8,0,0,-8,-8
C[C@H](O)CC1=C[C@H](O)[C@@H](C)OC1=O,0.2,3,13,-1,-0.8,3,-4,0,-7
COc1ccccc1/C=C1\SC(=S)N(N2C(=O)CCCC2=O)C1=O,2.1,12,-2,8,-0.8,3,-3,-5,-7
Cc1cccc2c(-c3ccccc3)cc(=O)[nH]c12,2.4,4,6,-2,0.8,-15,-2,-1,-8
COc1ccc(Cl)cc1NC(=O)CSc1nc(-c2ccccc2)cc(=O)[nH]1,0.8,-97,-7,-1,-1.0,-9,16,-4,2
COc1ccc(/C=N/n2c(C)cc(C)c(C(N)=O)c2=O)cc1,1.0,3,12,3,-0.9,-11,-11,-1,-4
O=C(CCN1C(=O)c2ccccc2C1=O)NC1=NCCS1,-1.1,7,3,-2,-1.3,-1,-4,1,0
Cc1c(NC(=O)CSc2nnnn2C)c(=O)n(-c2ccccc2)n1C,-0.2,2,-6,1,-0.5,-2,-7,-5,-14
Cc1ccc(C(=O)NC2c3ccccc3-c3ccccc32)cc1,1.0,4,11,4,0.1,-3,-7,-1,5
CCOC(=O)c1c(NC(=O)C2=C(C)NC(=S)NC2c2ccc(F)cc2F)sc(C)c1C (stereo not drawn),0.5,-99,7,-16,-0.2,-5,7,-5,-2
CC(OC(=O)CC1CC2CCC1C2)C(=O)Nc1cccc(S(=O)(=O)N2CCOCC2)c1 (stereo not drawn),-0.9,1,5,2,0.0,0,11,-10,-4
O=C(NCC(=O)N1CCN(Cc2ccc3c(c2)OCO3)CC1)c1ccccc1F,-0.6,1,-10,1,0.0,20,-4,2,1

# 2 entries picked at random from the list so far, as already listed:
SMILES,MsrA inhibitor,MLLE-PAM2 inh,SKN-1 inh,MT1-MMP act inh,TbMetRS inhib,CendR NRP1 mod,FAS TE block,bovine MsrA act,E coli Lon inh
O=C(CCN1C(=O)c2ccccc2C1=O)NC1=NCCS1,-1.1,7,3,-2,-1.3,-1,-4,1,0
O=C(NCC(=O)N1CCN(Cc2ccc3c(c2)OCO3)CC1)c1ccccc1F,-0.6,1,-10,1,0.0,20,-4,2,1

# (next part)
SMILES,MsrA inhibitor,MLLE-PAM2 inh,SKN-1 inh,MT1-MMP act inh,TbMetRS inhib,CendR NRP1 mod,FAS TE block,bovine MsrA act,E coli Lon inh
Cc1cc(NC(=O)c2ccc3c(c2)C(=O)N(Cc2cccnc2)C3=O)no1,-0.1,-8,5,-1,-0.1,-5,-14,-8,-2
Clc1ccc(-c2cc(C3CCNCC3)[nH]n2)c(Cl)c1,-0.7,-5,-1,-5,39*,-2,-4,-4,1
CCc1nnc(NC(=O)CCC(=O)Nc2ccccc2)s1,-1.0,-3,-21,4,-0.6,-5,-9,-9,-4
CC(C)N1C(=O)CCN(C=O)c2ccccc21,-1.1,-6,9,4,-0.4,-5,-4,-2,8
Cc1cc(C)cc(C(O)c2ncc(-c3ccc(C(F)(F)F)cc3)[nH]2)c1 (stereo not drawn),1.0,-12,-21,3,0.1,-8,11,-1,-14
CCc1ccc(OCC(=O)Nc2ccc(S(=O)(=O)Nc3cc(C)on3)cc2)c(Br)c1,-0.1,10,-5,-4,0.6,-12,-6,-3,-9
COc1ccc(-c2cc(C(=O)N3CCN(c4ncccn4)CC3)c3ccccc3n2)c(OC)c1,1.0,22,-3,1,0.5,0,8,-3,13
CC1CCCCC1NCC(=O)Nc1ccccc1-c1ccccc1 (stereo not drawn),-0.5,8,-4,-3,-0.8,-5,10,0,4
CCOC(=O)c1c(NC(=O)CCN2C(=O)c3ccccc3C2=O)sc(C(=O)OC(C)C)c1C,0.9,3,5,-7,-1.3,-6,19,-7,-11
CCC(CC)NC(=O)Nc1ccc(F)cc1F,-0.1,8,-1,-1,-0.3,4,-13,-4,4
CCOC(=O)C1(CCc2ccccc2)CCN(Cc2ccc(C(=O)OC)cc2)CC1,1.4,1,-1,3,0.1,4,25,-2,-7
CCCNC(=O)Cn1c(=O)oc2cc(S(=O)(=O)N3CC(C)CC(C)C3)ccc21 (stereo not drawn),0.3,5,16,1,0.6,8,-3,3,4
Cc1nc(Cl)c(C(=O)NCc2ccccc2)c(C)c1[N+](=O)[O-],0.6,0,-25,-1,-0.9,1,3,-10,3
O=C(O)Cc1c(-c2ccccc2)c2cc(Br)ccc2[nH]c1=O,-0.6,-3,-7,3,-0.2,2,-10,-2,-1
CN(CC(=O)Nc1ccccc1Cl)C(=O)COC(=O)c1ccc([N+](=O)[O-])s1,0.9,-3,12,0,-0.4,-24,9,12*,8
CCOC(=O)C1CCN(CC(O)COc2ccc(C(C)(C)C)cc2)CC1 (stereo not drawn),-1.7,-3,-1,5,-0.5,-12,-10,1,-1
COc1cc2c(cc1OC)C(NC(=O)C(F)(F)F)CNC2=O (stereo not drawn),-0.8,2,0,-10,-0.6,6,-3,-9,-6
CC1CCCCN1C(=O)CSc1nnc2c(n1)[nH]c1ccccc12 (stereo not drawn),1.2,-14,-4,-6,1.7,-3,-4,-4,5
Cc1cccc(C(=O)OCC(=O)NN2C(=O)NC3(CCCCC3)C2=O)c1,1.0,6,6,-4,0.2,3,-10,-1,-7
COc1ccc(C(=O)NCc2ccco2)cc1S(=O)(=O)NC1CC1,-0.5,-2,2,-1,-0.3,-12,-8,-3,8
S=C1NCN(C2CCCCC2)CN1CCc1ccccc1,1.1,-98,13,-1,-0.4,4,1,0,0
CC(C)Cc1nnc(NC(=O)CCc2ccccc2)s1,-1.3,38,0,-3,-0.8,-3,0,-5,-4
O=c1cc(-c2ccc(Cl)cc2)oc(=O)[nH]1,-0.8,3,2,0,-0.3,5,-4,-4,-1
CCOc1ccc(CCNC(=O)COC(=O)CCC(=O)c2cccs2)cc1OCC,-0.2,-2,-6,2,-0.2,2,-4,-6,2
Cc1cnc(C(=O)Nc2nccs2)cn1,0.6,-10,3,3,-0.7,-6,-10,-3,-3
CCOC(=O)C1CCN(C(=O)c2[nH]c3ccc(OC)cc3c2C)CC1,-0.1,-11,-4,2,-0.6,-3,-3,-3,2
COc1cc(C2C(C(=O)c3sc(C)nc3C)=C(O)C(=O)N2CCN(C)C)cc(OC)c1OC (stereo not drawn),18*,14,1,2,-1.4,1,-9,0,-2
CCOc1cc(C(=O)Nc2cccc(OCC(=O)N3CCOCC3)c2)cc(OCC)c1OCC,-0.1,4,-17,3,-1.1,3,-7,-11,7
Cc1ccc(C(=O)N/C(=C/c2ccco2)C(=O)Nc2cccc(C)c2)cc1,3.9,-22,0,-7,-0.8,-21,-1,-13,-26
CN(C(=O)COc1ccc(S(=O)(=O)N2CCOCC2)cc1[N+](=O)[O-])C1CCS(=O)(=O)C1 (stereo not drawn),1.9,1,-2,-5,0.3,-21,-8,-4,-2
N#Cc1c(NC(=O)c2ccc(N3CCOCC3)c([N+](=O)[O-])c2)sc2c1CCCC2,0.3,-4,6,7,-0.5,6,-11,-3,-18
COc1c(F)c(F)c(C(=O)O)c(Nc2cccc(C)c2)c1F,-0.4,-3,-4,-4,-0.2,-4,-1,-8,-5
COC(=O)c1nnn(-c2ccc(F)c(Cl)c2)c1C(=O)OC,-0.7,17,-8,-1,-0.1,5,-3,0,0
CC(C)C(NC(=O)c1ccc(C(C)(C)C)cc1)C(=O)O (stereo not drawn),-0.4,7,10,1,0.1,2,-9,0,3
Cc1cnc(C(=O)OCC(=O)Nc2ccc(C)c(S(=O)(=O)N3CCCCCC3)c2)cn1,-0.8,-19,-2,4,0.5,-3,-2,-1,-10
O=C(NCc1ccc2c(c1)OCO2)c1cc(COc2c(F)cccc2F)on1,0.2,-2,5,0,0.1,-5,20,-2,-13
CCCNC(=O)c1cn(CC)c2cc(N3CCN(C(=O)c4ccco4)CC3)c(F)cc2c1=O,1.6,1,14,2,-0.3,3,-3,0,-5
CCN(C)c1cc2c(c3c1ccn3C)C1CCC2C1 (stereo not drawn),0.8,34,18,-1,-1.6,10,3,-12,-4
COc1ccccc1C(=O)CSc1nccn1C,0.3,7,-4,1,-0.7,-1,-1,-6,6
O=C(Nc1ccc(NS(=O)(=O)c2ccccc2)cc1)c1cccnc1,-0.6,-17,-6,0,-0.8,1,-4,0,-1
CC(C)(C)C(c1nc2ccccc2[nH]1)n1c(-c2cc(Cl)cc(Cl)c2)nc2ccccc21 (stereo not drawn),0.2,nt,25,-10,0.0,4,nt,nt,nt
CNCCc1ccccn1,-1.2,1,6,3,-0.6,-2,-2,-1,1
O=C(CNC(=O)c1ccc(Br)cc1)NC1CC1,-0.3,3,-9,5,-0.5,-11,-6,-6,4

# 15 entries from above, sorted by SMILES length, falling.
SMILES,MsrA inhibitor,MLLE-PAM2 inh,SKN-1 inh,MT1-MMP act inh,TbMetRS inhib,CendR NRP1 mod,FAS TE block,bovine MsrA act,E coli Lon inh
CN(C(=O)COc1ccc(S(=O)(=O)N2CCOCC2)cc1[N+](=O)[O-])C1CCS(=O)(=O)C1 (stereo not drawn),1.9,1,-2,-5,0.3,-21,-8,-4,-2
CC(C)(C)C(c1nc2ccccc2[nH]1)n1c(-c2cc(Cl)cc(Cl)c2)nc2ccccc21 (stereo not drawn),0.2,nt,25,-10,0.0,4,nt,nt,nt
COc1cc(C2C(C(=O)c3sc(C)nc3C)=C(O)C(=O)N2CCN(C)C)cc(OC)c1OC (stereo not drawn),18*,14,1,2,-1.4,1,-9,0,-2
CCCNC(=O)c1cn(CC)c2cc(N3CCN(C(=O)c4ccco4)CC3)c(F)cc2c1=O,1.6,1,14,2,-0.3,3,-3,0,-5
Cc1cnc(C(=O)OCC(=O)Nc2ccc(C)c(S(=O)(=O)N3CCCCCC3)c2)cn1,-0.8,-19,-2,4,0.5,-3,-2,-1,-10
CCOc1cc(C(=O)Nc2cccc(OCC(=O)N3CCOCC3)c2)cc(OCC)c1OCC,-0.1,4,-17,3,-1.1,3,-7,-11,7
Cc1ccc(C(=O)N/C(=C/c2ccco2)C(=O)Nc2cccc(C)c2)cc1,3.9,-22,0,-7,-0.8,-21,-1,-13,-26
O=C(NCc1ccc2c(c1)OCO2)c1cc(COc2c(F)cccc2F)on1,0.2,-2,5,0,0.1,-5,20,-2,-13
CCOC(=O)C1CCN(C(=O)c2[nH]c3ccc(OC)cc3c2C)CC1,-0.1,-11,-4,2,-0.6,-3,-3,-3,2
O=C(Nc1ccc(NS(=O)(=O)c2ccccc2)cc1)c1cccnc1,-0.6,-17,-6,0,-0.8,1,-4,0,-1
COC(=O)c1nnn(-c2ccc(F)c(Cl)c2)c1C(=O)OC,-0.7,17,-8,-1,-0.1,5,-3,0,0
CC(C)C(NC(=O)c1ccc(C(C)(C)C)cc1)C(=O)O (stereo not drawn),-0.4,7,10,1,0.1,2,-9,0,3
CCN(C)c1cc2c(c3c1ccn3C)C1CCC2C1 (stereo not drawn),0.8,34,18,-1,-1.6,10,3,-12,-4
O=C(CNC(=O)c1ccc(Br)cc1)NC1CC1,-0.3,3,-9,5,-0.5,-11,-6,-6,4
CNCCc1ccccn1,-1.2,1,6,3,-0.6,-2,-2,-1,1

# Rows were taken by chance (roughly 4% active in at least one column).
